TexasRed fluor: alters Texas Red total fluorescence, flagging assay interference | Potency, µM (top dose mostly 106 µM), for inactives: top-dose fluorescence change, negative = quenching | AID 1479 | TRb/SRC2 Texas Red total fluorescence interference | actives 0.29% (n = 280,000); active = well fitted curve in either direction with a large enough effect; inconclusive = small, poorly fitted or top-dose-only effect
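Human TRb ligand-binding domain at 0.6 uM with 20 nM Texas Red SRC2 peptide in Tris buffer containing 1 uM T3 and 5% DMSO, incubated with compound 5 h at ambient temperature. Total fluorescence (555/632 nm) calculated as parallel + 2 × perpendicular.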
GAA inhib: alpha-glucosidase (human) inhibition | P10253 | purified human GAA, 4-MU-alpha-glucoside fluorescence | Potency, µM (doses to about 76.9 µM), for the others: top-dose activity change, negative = inhibition, hits mostly inhibitors | actives 0.005% (n = 200,000);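 also: plate controls were uninhibited enzyme wells for no effect and no-enzyme background for full effect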
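Endpoint fluorogenic read: 20 min room-temperature reaction of 4 nM human alpha-glucosidase with 400 uM 4-methylumbelliferyl-alpha-D-pyranoside, pH 5.0, quenched with 1M NaOH/1M glycine pH 10. AC50 from Hill modeling.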
GoLoco inh red: blocks human Gai1 binding to RGS12 GoLoco peptide, red readout. P63096. Gai1:RGS12 GoLoco peptide FP, rhodamine, 10 min. Potency, µM (titrated, usually from 61.6 µM), for inactives: at the top dose activity, negative = inhibition, hits mostly inhibitors. actives 0.44% (n = 230,000); active = well fitted inhibition curve with a large enough effect, not every such curve was filed as active; inactive = no such curve, though single readings can be large or run the other way; also: nearly all actives have a fitted effect of over 30% in size; many of its hits are not listed in these tables
TRb-SRC2 inh: TRbeta-SRC2 interaction inhibition | P10828 | TRbeta-SRC2 peptide binding, fluorescence polarization; receptor liganded with 1 µM T3 | Potency, µM (top dose mostly 106 µM), inactives show at the highest dose activity change, negative = inhibition, actives largely listed as inhibitors | actives 0.065% (n = 280,000) | AID 1469;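 also: plate controls were bound peptide for no effect and peptide without receptor for full effect; nearly all actives have a fitted effect of over 50% in size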
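Assay buffer: 20 mM Tris-HCl, 100 mM NaCl, 10% glycerol, 1 mM EDTA, 0.01% NP-40, 1 mM DTT, 1 uM T3, 5% DMSO; TRb LBD 0.6 uM, Texas Red SRC2 20 nM; FP after 5 hr.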
RECQ1 inh: RECQ1 (human) helicase inhibition. actives 0.54% (n = 240,000). P46063. Potency, µM (highest dose often 57.3 µM), without a hit: top-dose activity, negative = inhibition, hits mostly inhibitors. RECQ1 DNA unwinding, red fluorescence kinetic read. AID 2549;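 also: plate controls were vehicle for no effect and no enzyme for full effect; nearly all actives have a fitted effect of over 30% in size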
Target sequence (P46063 whole entry, looked up): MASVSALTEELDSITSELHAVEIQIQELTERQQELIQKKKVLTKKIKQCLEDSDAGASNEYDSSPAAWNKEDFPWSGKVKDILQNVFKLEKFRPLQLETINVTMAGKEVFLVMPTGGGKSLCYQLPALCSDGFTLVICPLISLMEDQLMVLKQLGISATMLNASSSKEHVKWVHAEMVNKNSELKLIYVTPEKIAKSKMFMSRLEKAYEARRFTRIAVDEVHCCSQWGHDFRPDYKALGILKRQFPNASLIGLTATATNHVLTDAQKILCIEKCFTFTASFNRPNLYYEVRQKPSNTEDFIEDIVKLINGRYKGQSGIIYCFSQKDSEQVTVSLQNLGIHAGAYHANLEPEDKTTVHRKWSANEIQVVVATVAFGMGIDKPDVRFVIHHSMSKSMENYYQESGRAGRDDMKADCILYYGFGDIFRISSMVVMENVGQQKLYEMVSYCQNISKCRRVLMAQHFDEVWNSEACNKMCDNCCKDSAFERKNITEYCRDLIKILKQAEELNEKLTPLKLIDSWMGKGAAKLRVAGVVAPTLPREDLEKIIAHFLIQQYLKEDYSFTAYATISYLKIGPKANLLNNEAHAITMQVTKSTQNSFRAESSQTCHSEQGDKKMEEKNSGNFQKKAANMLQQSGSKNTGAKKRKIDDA
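RECQ1T1 50 nM; forked duplex (20 bp + 30-nt ss tails) 200 nM, ATP 2 mM final; pH 8.0, 2 mM MgCl2, 2.5 ug/ml poly(dI-dC); 15 min compound preincubation; discontinuous kinetic read over 2 h at RT.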
L3MBTL1 inh: L3MBTL1 (human) inhibition. Q9Y468. AlphaScreen L3MBTL1–H3K9me1 peptide binding. Potency, µM (series often up to 57.1 µM), without a hit: at the top dose activity, negative = inhibition, actives largely listed as inhibitors. actives 0.66% (n = 230,000); also: nearly all actives have a fitted effect of over 60% in size
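AlphaScreen proximity signal between nickel-chelate acceptor and streptavidin donor beads (final 10 ug/mL) reports binding of 50 nM L3MBTL1 to 75 nM biotin-H3 K9me1 peptide; complex incubated with compounds 30 min at room temperature; cefsulodin titration as control.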
GAA glycogen mod: inhibitors or activators of human alpha-glucosidase glycogen cleavage | P10253 | recombinant GAA, glycogen substrate, Amplex Red glucose oxidase fluorescence | Potency, µM (highest dose often 76.4 µM), for inactives: top-dose activity change, negative = inhibition, usual class: inhibitors | actives 0.38% (n = 300,000) | AID 2100;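 also: 0% = full enzyme reaction and -100% = no-enzyme basal signal; the screen sought inhibitors and activators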
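Natural-substrate format: glycogen cleavage by 4 nM human enzyme, glucose read by Amplex Red coupling (Ex 573, Em 610 nm). Normalized to enzyme and no-enzyme controls.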
aGlu spleen mod: inhibits or activates alpha-glucosidase in human spleen homogenate | P10253 | Potency, µM (highest dose often 79.9 µM), without a hit: at the top dose activity change, negative = inhibition, hits mostly inhibitors | actives 0.006% (n = 240,000) | human spleen homogenate, 4-MU-alpha-glucoside fluorescence;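 also: 0% = enzyme with vehicle and -100% = no enzyme basal signal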
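Enzyme source: human spleen homogenate, 1 ug/well. Buffer 50 mM citric acid/K phosphate pH 5.0, 0.01% Tween-20. 4-MU-alpha-glucoside 1 mM; 37 C x 40 min; NaOH/glycine stop; fluorescence.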
Starred values were filed as active, the others as inactive; i = inactive; u = inconclusive; x = not tested or not shown; [ ] = dose if it differs, or a comment. Unless noted, calls follow the shape of the dose curve; as a rule, active = well fitted curve in the direction sought with a large enough effect; inconclusive = small, poorly fitted or top-dose-only effect, or another doubt; inactive = no such curve, though single readings can be large; an effect the other way counts as inactive or inconclusive. Unless noted, % is scaled to controls: 0 for no effect and ±100 for the full control effect; potency is read from the fitted curve at half-maximal effect.

Molecule | TexasRed fluor | GAA inhib | GoLoco inh red | TRb-SRC2 inh | RECQ1 inh | L3MBTL1 inh | GAA glycogen mod | aGlu spleen mod
O=C(O)C(Oc1ccc2c3c(c(=O)oc2c1)CCC3)c1ccccc1 (stereo not drawn) | 1% | u | 3% | -29% | 6% | u | 4% | -3%
O=c1cc(N2CCCC2)[nH]c(=O)n1-c1ccc(Cl)cc1 | -2% | 6% | 9% | 4% | -5% | -6% | -8% | -7%
Cc1ccc(CSCCNC(=O)CN(c2cc(C)ccc2C)S(C)(=O)=O)cc1 | -2% | -3% | 10% | -3% | 7% | -11% | 2% | 2%
O=C(N/N=C/c1cc(Br)ccc1O)c1cccc(N2CCCC2=O)c1 | -7% | -4% | 14% | 2% | 1% | -8% | -3% | 5%
C=CCN=C(NC#N)SCC(=O)NC(C)(C)C | 4% | 2% | 14% | 0% | -15% | 3% | -11% | -2%
Cc1ccc(-n2cccc2/C=C2\C(=N)N3N=C(C(C)C)SC3=NC2=O)cc1 | -2% | -16% | 18% | 5% | -20% | -29% | -15% | x
Cc1cc(C)cc(N(CC(=O)NC2CCC(C)CC2)S(=O)(=O)c2c(C)noc2C)c1 (stereo not drawn) | 1% | -4% | -5% | -3% | -12% | 1% | -3% | -2%
CC(C)c1noc2ncc(C(=O)c3cc(Cl)cc(Cl)c3O)cc12 | -1% | 2% | -1% | -1% | i | x | -3% | 0%
O=C(CCCN1C(=O)/C(=C/c2cccs2)SC1=S)NNC(=O)c1cccnc1 | -6% | x | -2% | -3% | -18% | x | 0% | -3%
O=C(Nc1ccncc1)c1cccs1 | 0% | -4% | -15% | 13% | -4% | -5% | 5% | -4%
CCCC1=[N+](CC)CCn2c(C)ccc21 | -1% | -3% | 13µM* | 8% | -1% | -2% | 6% | -22%
Cc1nn(-c2ccccc2)c2c1C(c1cccs1)C(C#N)=C(N)O2 (stereo not drawn) | -2% | -5% | 4% | -18% | 7% | x | 12% | 6%
Cc1ccc(C(=O)NN2CCOCC2)cc1 | 0% | -3% | 12% | -11% | 7% | 14% | 5% | -8%
COc1ccc(NS(=O)(=O)c2ccc3c(c2)n(C)c(=O)n3C)cc1 | -7% | -13% | 0% | -4% | -3% | x | 12% | 1%
Cn1c(SCC(=O)CC(=O)Nc2ccccc2)nnc1-c1ccc(O)cc1 | 0% | 2% | -4% | -1% | -5% | 3% | 1% | -1%
Cc1c(NC(=S)N/N=C/c2ccc([N+](=O)[O-])cc2O)c(=O)n(-c2ccccc2)n1C | -4% | x | 0% | 1% | 3% | x | -8% | -5%
O=C(Nc1ccc(Cl)cc1)N1CCCN(Cc2ccccc2F)C1 | -4% | u | 6% | -15% | 1% | x | 5% | 4%
c1ccc(C(c2ccccc2)N2CCN(Cc3nc(-c4cnccn4)no3)CC2)cc1 | -4% | x | 2% | 2% | -2% | -9% | -4% | -3%
CCCSc1nc(O)c(C(c2ccc(OC)c(O)c2)c2c(O)nc(SCCC)n(C)c2=O)c(=O)n1C | -1% | 4% | 2% | -3% | -15% | 2% | 11% | -2%
CCCCCc1cccnc1 | -7% | -17% | 4% | -9% | -5% | 53%[activator] | -7% | -4%
CCOC(=O)Cn1c(=O)cnc2ccccc21 | 0% | -4% | 11% | 1% | -7% | x | 7% | 2%
CCOC(=O)N1CCN(C(=O)Cc2c(C(=O)O)n(C)c3ccccc23)CC1 | -10% | 0% | 0% | 0% | -5% | x | 2% | 2%
COc1ccc(CN2CC(C(=O)NCCCN3CCCCCC3)CC2=O)cc1 (stereo not drawn) | 1% | -3% | 2% | 6% | -1% | 0% | 12% | 1%
Cc1ccc(CSc2ncnc3ccccc23)cc1 | -3% | -5% | 14% | 3% | -7% | 3%[11.4 µM] | -11% | -12%
NC(=O)C1CCN(C(=O)c2ccc3c(=O)n(Cc4ccco4)c(SCC(=O)c4ccccc4)nc3c2)CC1 | -1% | -3% | -4% | 1% | -20% | x | 12% | -24%
S=C(NCc1ccc(Cl)cc1)Nc1ccccc1 | 2% | 1% | 4% | -6% | 3% | -13% | -21% | -3%
CCn1c(N)c(C(N)=O)sc1=S | 1% | u | -2% | 0% | -4% | 10% | 2% | -2%
COc1ccc(/C=N/NC(=O)c2ccc(F)cc2)cc1CN1CCc2cc(OC)c(OC)cc2C1C (stereo not drawn) | 2% | -9% | 21% | -5% | -12% | -13% | 10% | 4%
CCc1ccc(C(=O)NC(=S)Nc2ccc(N3CCOCC3)cc2)cc1 | -1% | 10% | 7% | -1% | i | -29% | -20% | -1%
COc1ccc(N2CCN(/C(=N\S(=O)(=O)c3ccc(C)cc3)Nc3nc(C)cc(C)n3)CC2)cc1 | -5% | -6% | 0% | -5% | i | x | -11% | -24%
COc1ccc(CNc2ncncc2-c2ccc3c(c2)OCO3)c(OC)c1 | -22% | x | 0% | -3% | i | x | x | -1%
COc1cc(/C=C(/C#N)C(=O)Nc2ccc(C)cc2)ccc1Oc1nc(Cl)ncc1F | -2% | 0% | 8% | -9% | -4% | -2% | 12% | -9%
COC(=O)C/C=C\[C@@H](C)[C@@H](/C=N\O[C@@H]1O[C@H](COC(C)=O)[C@@H](OC(C)=O)[C@H](OC(C)=O)[C@H]1OC(C)=O)NS(=O)(=O)c1ccc(C)cc1 | -56%[11.2 µM] | x | x | -13%[11.2 µM] | -9%[11.5 µM] | x | x | 0%[17.4 µM]

Copied from the list:
C=CCN=C(NC#N)SCC(=O)NC(C)(C)C in aGlu spleen mod → -2%
O=C(CCCN1C(=O)/C(=C/c2cccs2)SC1=S)NNC(=O)c1cccnc1 in aGlu spleen mod → -3%

Among those listed so far, two contain a COOH group.
Molecule | TexasRed fluor | GAA inhib | GoLoco inh red | TRb-SRC2 inh | RECQ1 inh | L3MBTL1 inh | GAA glycogen mod | aGlu spleen mod
O=C(O)C(Oc1ccc2c3c(c(=O)oc2c1)CCC3)c1ccccc1 (stereo not drawn) | 1% | u | 3% | -29% | 6% | u | 4% | -3%
CCOC(=O)N1CCN(C(=O)Cc2c(C(=O)O)n(C)c3ccccc23)CC1 | -10% | 0% | 0% | 0% | -5% | x | 2% | 2%

By substructure: the compounds so far containing a thiophene ring, fused or not
Molecule | TexasRed fluor | GAA inhib | GoLoco inh red | TRb-SRC2 inh | RECQ1 inh | L3MBTL1 inh | GAA glycogen mod | aGlu spleen mod
O=C(CCCN1C(=O)/C(=C/c2cccs2)SC1=S)NNC(=O)c1cccnc1 | -6% | x | -2% | -3% | -18% | x | 0% | -3%
O=C(Nc1ccncc1)c1cccs1 | 0% | -4% | -15% | 13% | -4% | -5% | 5% | -4%
Cc1nn(-c2ccccc2)c2c1C(c1cccs1)C(C#N)=C(N)O2 (stereo not drawn) | -2% | -5% | 4% | -18% | 7% | x | 12% | 6%

Screening data: PubChem BioAssay, National Center for Advancing Translational Sciences (NCATS)

A portion of the library; the hit share may differ from the screen's.
